Screening data deposited in PubChem BioAssay by The Scripps Research Institute Molecular Screening Center.
CHO parental Ca: signal in parental CHO cells, OX1R antagonist counter-screen | parental CHO-K1, ATP-induced calcium, Fluo-8 fluorescence | AID 463079 | inhibition, % at 5.6 µM | hit rate 0.63% among 330,000;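 active = inhibition above that plate's mean sample inhibition plus 3 SD, cut at about 26% in these data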;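 also: 0% = ATP-challenged DMSO wells and 100% = DMSO wells without ATP; some compounds past the cut are filed as inactive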
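Material: parental CHO cells / Compound: single nominal dose of 5.6 µM per compound / Signal: Fluo-8 fluorescence / Replicates: singlicate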
CHRM1 agonist: human M1 muscarinic receptor agonism. CHO-K1 hM1, Fluo-8 calcium fluorescence, agonist mode; 0% DMSO, 100% acetylcholine EC100. AID 588814. hit rate 0.33% among 360,000. activation, % at 3 µM;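 active = activation above the run's mean compound activation plus 3 SD, cut at about 16% in these data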;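 also: peak over basal fluorescence ratio within a 140 s kinetic read after compound addition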
M1 antag: antagonists of human M1 muscarinic receptor; hit rate 1.3% among 360,000; CHO-K1 hM1, Fluo-8 calcium fluorescence, ACh EC80 antagonist; inhibition, % at 3 µM; P11229;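 active = percent inhibition above its own plate's cutoff, namely the mean of that plate's compound wells plus 3 SD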;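 also: peak over basal fluorescence ratio during 140 s after agonist addition; 0% = ACh EC80 plus DMSO and 100% = DMSO alone without agonist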
M4 antag: CHRM4 antagonism in calcium assay; P08173; CHO-hM4 cells, ACh EC80, Fluo-8 calcium fluorescence; AID 624125; inhibition, % at 3 µM; hit rate 0.73% among 360,000;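 active = inhibition above its plate's cutoff, the mean inhibition of sample wells plus 3 SD, cut at about 27% in these data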;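 also: 0% = acetylcholine EC80 with DMSO and 100% = DMSO without agonist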
Target sequence (P08173 whole entry, looked up): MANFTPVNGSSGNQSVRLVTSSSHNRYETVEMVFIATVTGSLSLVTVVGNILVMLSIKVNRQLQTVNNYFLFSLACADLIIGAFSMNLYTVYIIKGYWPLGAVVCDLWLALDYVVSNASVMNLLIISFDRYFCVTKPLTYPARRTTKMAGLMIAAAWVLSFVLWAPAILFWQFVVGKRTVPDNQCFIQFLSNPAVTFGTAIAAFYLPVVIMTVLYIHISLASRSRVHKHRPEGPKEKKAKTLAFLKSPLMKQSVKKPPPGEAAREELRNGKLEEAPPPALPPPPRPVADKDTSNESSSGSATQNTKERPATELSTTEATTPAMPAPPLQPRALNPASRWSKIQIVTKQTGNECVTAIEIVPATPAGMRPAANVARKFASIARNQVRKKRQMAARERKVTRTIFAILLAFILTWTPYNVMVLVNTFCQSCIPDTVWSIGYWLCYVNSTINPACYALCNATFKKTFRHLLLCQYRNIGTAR
OXTR potentiate: potentiators of human oxytocin receptor; CHO-OTR cells, Fluo-8 calcium fluorescence, potentiator mode; 0% = oxytocin EC15, 100% = EC100; activation, % at 3 µM; hit rate 0.061% among 320,000;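 active = activation above that plate's cutoff, the mean activation of tested compounds plus 3 SD, cut at about 6.6% in these data, passing the limit was not always enough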;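 also: 100% uses oxytocin at 75 nM as the full agonist control; some results filed as inactive read as strong as hits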
Target sequence (P30559 whole entry, looked up): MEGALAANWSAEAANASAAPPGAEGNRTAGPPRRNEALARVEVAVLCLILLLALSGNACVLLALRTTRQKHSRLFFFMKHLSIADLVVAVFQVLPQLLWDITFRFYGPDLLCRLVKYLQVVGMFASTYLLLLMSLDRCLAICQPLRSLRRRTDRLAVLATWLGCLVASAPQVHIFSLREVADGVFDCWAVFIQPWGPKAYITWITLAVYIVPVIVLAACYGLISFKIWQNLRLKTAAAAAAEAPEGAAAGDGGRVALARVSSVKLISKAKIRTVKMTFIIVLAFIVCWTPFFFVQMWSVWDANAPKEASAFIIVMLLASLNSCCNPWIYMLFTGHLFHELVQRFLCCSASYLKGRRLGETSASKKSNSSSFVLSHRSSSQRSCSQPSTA
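Material: human OTR in CHO cells. Compound: 3.0 µM, one dose. Timing: compound 6 min at room temperature before oxytocin, 100 s read. Evaluation: % activation of max/min ratio relative to oxytocin controls. Replication: single well per compound, singlicate. Signal: Fluo-8 calcium dye fluorescence.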
CHO-K1 Ca antag: M1 antagonist counterscreen hit in parental CHO-K1 cells; hit rate 0.6% among 360,000; inhibition, % at 3 µM; AID 602250; ATP-induced calcium, Fluo-8 fluorescence;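 active = inhibition above a per-plate cutoff, the plate's mean sample inhibition plus 3 SD, cut at about 24% in these data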;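 also: 0% = DMSO plus EC80 ATP and 100% = DMSO alone without ATP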
M1 PAM: human CHRM1 positive allosteric modulation; CHO-K1 hM1, Fluo-8 calcium fluorescence, ACh EC20; 0% = ACh EC20, 100% = maximal ACh; activation, % at 3 µM; hit rate 0.088% among 360,000; AID 588819; in the data active = activation above about 19%, passing the limit was not always enough
M4 ag: agonists of human muscarinic M4 receptor (CHRM4); P08173; CHO-K1 hM4/Gqi5, Fluo-8 calcium fluorescence; vehicle 0%, full acetylcholine response 100%; activation, % at 3 µM; hit rate 0.14% among 360,000;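 active = activation above the run mean over all test wells plus 3 SD, cut at about 32% in these data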;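 also: peak over basal fluorescence ratio per well then scaled between controls; 0% = DMSO wells and 100% = acetylcholine at EC100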
CHO-K1 Ca ag: M1 agonist counterscreen hit in parental CHO-K1 cells; Fluo-8 calcium fluorescence; scaled to maximal ATP response, vehicle zero; activation, % at 3 µM; hit rate 0.48% among 360,000; in the data active = activation above about 15%;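 also: untransfected CHO-K1 host cells lacking M1 receptor as counterscreen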
The depositor's hits bear a star; · = no result given.

SMILES | CHO parental Ca | CHRM1 agonist | M1 antag | M4 antag | OXTR potentiate | CHO-K1 Ca antag | M1 PAM | M4 ag | CHO-K1 Ca ag
COc1ccc(COc2cc(-c3cccc(OC)c3)nc3ccc(NC(=O)c4ccc(N(C)C)cc4)cc23)cc1 | 3 | -6 | 40* | 12 | -6 | 1 | -23 | 2 | -0.4
Cc1cc(C)nc(/N=C2\NC(=O)CC(C(=O)O)N2CCc2c[nH]c3ccccc23)n1 (stereo not drawn) | -9 | -5 | 4 | -6 | -2 | 9 | -1 | 0 | 0.2
O=C(c1ccccc1F)N1CCN(c2cnn(-c3cccc(Cl)c3)c(=O)c2Cl)CC1 | -9 | -7 | 2 | 4 | -13 | -5 | 2 | 2 | 0.6
CC1CCN(S(=O)(=O)c2ccc(NC(=O)Cc3ccccc3)cc2)CC1 | 2 | 3 | -3 | 3 | -10 | -16 | 0 | 13 | 10
CCCNC(=O)C1CC(=O)N(c2ccc(OCC)cc2)C1 (stereo not drawn) | 12 | 0 | -10 | -1 | 1 | -17 | 10 | 1 | 1.4
O=C(CSc1nc2ccccc2n1S(=O)(=O)c1ccccc1)N1CCCC1 | -1 | -1 | -5 | 2 | -2 | 10 | 7 | -1 | 0.1
COc1ccc(-c2csc(NC(=O)c3ccc(N4C(=O)CCC4=O)cc3)n2)cc1 | 13 | -1 | 3 | -1 | -6 | -8 | 4 | 3 | 4.0
CS(=O)(=O)N(CC(=O)Nc1cccc([N+](=O)[O-])c1)c1ccccc1F | -3 | -8 | -2 | -6 | -13 | -16 | 10 | 3 | 3.3
CCOC(=O)c1ccc(NC(=O)Oc2cc(C)c(Cl)cc2C(C)C)cc1 | 6 | -5 | 23 | 24 | -6 | 18 | -17 | 21 | 6.1
CCCS(=O)(=O)N1CCN=C1SCc1cccc(F)c1 | -5 | -6 | 4 | 8 | -4 | -10 | -2 | 0 | 0.0

Two of the compounds above, with values under each structure.
Values run as follows: CHO parental Ca, CHRM1 agonist, M1 antag, M4 antag, OXTR potentiate, CHO-K1 Ca antag, M1 PAM, M4 ag, CHO-K1 Ca ag
- CCCS(=O)(=O)N1CCN=C1SCc1cccc(F)c1
 : -5, -6, 4, 8, -4, -10, -2, 0, 0.0
- CS(=O)(=O)N(CC(=O)Nc1cccc([N+](=O)[O-])c1)c1ccccc1F
 : -3, -8, -2, -6, -13, -16, 10, 3, 3.3

Going on with the list.
SMILES | CHO parental Ca | CHRM1 agonist | M1 antag | M4 antag | OXTR potentiate | CHO-K1 Ca antag | M1 PAM | M4 ag | CHO-K1 Ca ag
Cc1ccc(C(=O)OCC(=O)c2ccc(Cl)s2)s1 | -1 | -5 | 3 | 4 | -4 | 9 | 1 | -2 | 1.2
CN(CC(=O)Nc1ccccc1C(=O)NC1CC1)Cc1ccccc1F | · | -2 | -7 | -1 | · | -3 | 8 | 6 | 2.8
CCc1cc(=O)oc2cc(C)cc(OCC(=O)NCc3ccccn3)c12 | -13 | -4 | 5 | 4 | -1 | -18 | -6 | 1 | 1.3
Cc1cccc(CC(C)NC(=O)c2cc(COc3ccc(F)cc3F)on2)n1 (stereo not drawn) | -7 | -4 | -3 | -1 | -3 | -3 | 3 | 5 | 2.5
COc1cccc(C(=O)N/N=C(/CCC(=O)O)c2ccccc2)c1 | -2 | -2 | 8 | -4 | -8 | -6 | -7 | 2 | 0.8
CCOc1ccc(NC(=O)CN(C)C(=O)c2cc(-c3ccc(OC)cc3)nc3ccccc23)cc1OCC | -11 | -2 | 30* | 21 | -4 | 14 | -8 | 21 | 5.3
COc1cc2ccc(=O)oc2cc1OCC(O)C(C)(C)O (stereo not drawn) | -7 | 3 | -20 | -14 | -3 | -4 | 19 | 2 | -0.4
COc1cc(Cl)ccc1OCc1cc(C(=O)NC2CCc3ccccc32)no1 (stereo not drawn) | -7 | -1 | 0 | 0 | -4 | -7 | 0 | 0 | 0.1
Cc1nn(Cc2ccc([N+](=O)[O-])cc2)c(=O)n1N(C)c1ncc(C(F)(F)F)cc1Cl | 11 | 1 | -13 | 2 | -19 | 9 | -4 | 4 | 4.0
O=C(COC(=O)c1ccc2c(c1)OCCO2)NCCc1ccccc1 | 5 | -8 | -4 | -2 | 2 | -9 | 1 | 2 | 0.0
COc1ccc(NC(=O)COC(=O)CCc2ccc(S(=O)(=O)N3CCOCC3)cc2)cc1Cl | -6 | 11 | 6 | -13 | -6 | -10 | 14 | 13 | 2.4
Cc1cc(C)c(NC(=O)CNC(=O)CN2C(=O)NC3(CCCc4ccccc43)C2=O)c(C)c1 (stereo not drawn) | -4 | -3 | -7 | 0 | -4 | 2 | 4 | 1 | 1.5
CC(Oc1ccc(F)cc1)C(=O)Nc1cccc(S(=O)(=O)N(C)c2ccccc2)c1 (stereo not drawn) | · | 6 | -3 | -16 | · | -7 | -5 | 14 | 4.7
COc1ccccc1N1CCc2c(C)nc3c(OC)cccc3c21 | -14 | -4 | 1 | 8 | -5 | 3 | -5 | 2 | 4.1
CCC(C)NC(=O)C1CCN(S(=O)(=O)c2ccc(OC)cc2)CC1 (stereo not drawn) | 4 | -5 | 4 | 9 | -6 | -6 | -1 | 1 | 0.6
O=C(CNC(=O)N1CC(=O)Nc2ccccc21)Nc1ccc(Cl)cc1Cl | · | -4 | -12 | 1 | · | -8 | 4 | 1 | 0.8
Cc1ccc(OCCNC(=O)c2cccc(S(=O)(=O)NCc3ccccc3)c2)cc1 | · | -2 | 14 | -3 | · | -2 | -6 | 6 | 1.8
CC1=C(c2ccc(C)cc2)S(=O)(=O)N(CC(=O)O)C1=O | -5 | -1 | -9 | 0 | -5 | -17 | 8 | 0 | 0.4
C=C1CC(C(=O)N/N=C/c2ccccc2)C1 | 0 | -10 | -5 | 7 | -7 | 1 | 7 | -1 | 5.4
Cc1ccc(S(=O)(=O)C2(C(=O)NCCc3ccccc3)CC2)cc1 | -10 | -6 | -13 | 1 | -8 | -14 | 0 | 0 | 0.6
Cc1ccc(-c2cc(C(=O)N3CCc4ccccc4C3)[nH]n2)cc1C | -13 | -1 | -11 | -3 | -9 | -7 | 10 | 1 | -0.3
O=C(COC(=O)c1cccs1)NC12CC3CC(CC(C3)C1)C2 | -10 | -7 | -1 | 1 | -8 | -3 | 8 | 1 | 0.5
C=C(C)C1CC=C(C)/C(=N/NC(=O)CNc2ccc(C)cc2C)C1 (stereo not drawn) | -13 | -9 | -9 | 1 | -6 | -13 | 8 | 1 | 0.2
COc1ccccc1-c1nn2c(C(F)(F)F)nnc2s1 | -6 | -2 | -9 | 8 | -6 | 14 | 8 | 0 | -0.3
CCN(CC)S(=O)(=O)c1ccc(O)c(C(=O)OCC(=O)N2c3ccccc3CC2C)c1 (stereo not drawn) | -15 | -4 | -29 | -4 | 0 | -18 | 8 | 1 | 0.8
Cc1cccc(-c2ocnc2C(=O)Nc2ccccc2NC(=O)c2ccccn2)c1 | -12 | -3 | 8 | -3 | -9 | -2 | -5 | 7 | 1.1
CCCCC(=O)NC(=S)NNC(=O)c1ccc(OC)cc1 | 14 | 11 | 9 | -12 | -5 | 0 | -3 | 20 | 31*
Cc1ccc2nc3c(c(Nc4ccc(O)cc4)c2c1)CCC3 | -10 | -8 | -19 | -2 | -5 | -4 | 11 | 0 | 0.5
Cc1cccc(OCC(=O)Nc2ccc(S(=O)(=O)Nc3cc(C)nc(C)n3)cc2)c1 | -5 | -6 | -5 | 0 | -2 | -12 | 7 | 1 | 0.0
CCN(CC)c1ccc(C=N/C(C#N)=C(\N)C#N)cc1 | -7 | 2 | -8 | 0 | -7 | -11 | 1 | 5 | 2.2
CCN1C(=O)c2ccccc2S(=O)(=O)c2ccc(C(=O)N3CCOCC3)cc21 | 2 | -11 | -20 | -10 | -3 | -3 | 9 | 0 | 0.7
COc1cccc(C(=O)NC(=S)Nc2ccccc2N2CCCCC2)c1 | -22 | -4 | 4 | -13 | 0 | -16 | -6 | 0 | 2.2
Fc1ccc(NCc2ccccc2F)cc1Cl | -18 | -11 | -12 | -3 | -5 | -21 | -1 | -2 | 0.1
O=C(O)CSC(C(=O)Nc1ccc(Br)cc1)c1ccccc1 (stereo not drawn) | -5 | -8 | 0 | 2 | -10 | -3 | 9 | 1 | 0.2
COc1ccc(C2N(c3ccc(Cl)cc3)C(=O)C3CCCN32)cc1 (stereo not drawn) | -5 | -12 | 3 | -10 | 0 | 3 | -3 | 2 | 0.7
C/C(=C\c1cccc(Br)c1)C(=O)c1c(C)cc(C)[nH]c1=O | -24 | -5 | -5 | -7 | -9 | -13 | 2 | 1 | 1.7
CC(C)C[C@H]1CN(CCCC[C@H]2CNC(=O)C(=O)N2CC2CCCCC2)C(=O)C(=O)N1CCc1ccccc1 | · | · | · | -11 | · | -13 | · | -1 | 0.4
Cc1ccc(C(=O)Cn2ncsc2=N)cc1 | -20 | -5 | -8 | 3 | 1 | -14 | 10 | -1 | -0.4
Cc1ccc(S(=O)(=O)C2(C(=O)N3CCCC(C)C3)CC2)cc1 (stereo not drawn) | -15 | -4 | 7 | 8 | -2 | 8 | 0 | 0 | 0.0
CCOC(=O)C(CC)n1cnc2c(nnn2-c2cccc(OC)c2)c1=O (stereo not drawn) | -23 | -6 | -7 | -12 | -5 | -8 | 8 | 0 | 1.0

Results in CHRM1 agonist and M4 ag (4 entries from above):
SMILES,CHRM1 agonist,M4 ag
Cc1ccc(C(=O)Cn2ncsc2=N)cc1,-5,-1
C/C(=C\c1cccc(Br)c1)C(=O)c1c(C)cc(C)[nH]c1=O,-5,1
CCN1C(=O)c2ccccc2S(=O)(=O)c2ccc(C(=O)N3CCOCC3)cc21,-11,0
CC(C)C[C@H]1CN(CCCC[C@H]2CNC(=O)C(=O)N2CC2CCCCC2)C(=O)C(=O)N1CCc1ccccc1,·,-1

(more compounds)
SMILES | CHO parental Ca | CHRM1 agonist | M1 antag | M4 antag | OXTR potentiate | CHO-K1 Ca antag | M1 PAM | M4 ag | CHO-K1 Ca ag
O=C(COc1ccccc1[N+](=O)[O-])Nc1ccc2c(c1)CCC2 | -17 | -8 | 12 | -18 | -5 | -11 | -12 | 1 | -0.2
COCc1[nH]c(=S)[nH]c(=O)c1C | 7 | -2 | -19 | -4 | -5 | 6 | 13 | 0 | 0.7
CCOC(=O)c1c[nH]c(=S)n1C | -6 | -1 | -18 | -7 | -2 | -2 | 15 | 0 | 0.6
CCCCn1c(CN2CCN(c3ccc(F)cc3)CC2)nc2c1c(=O)n(C)c(=O)n2C | -3 | -1 | -14 | -17 | -3 | -2 | 1 | 0 | 0.3
COc1ccc([N+](=O)[O-])cc1NC(=O)Cc1ccccc1Cl | -5 | -14 | -2 | 2 | 3 | -1 | 5 | 0 | 0.3
CC(OC(=O)CCc1cc(C(C)(C)C)c(O)c(C(C)(C)C)c1)C(=O)NC1CC1 (stereo not drawn) | -34 | -6 | -7 | -3 | 6 | -9 | 4 | 0 | -1.1
C=CCSc1nnc(CSc2nc3sc4c(c3c(=O)[nH]2)CCCC4)n1-c1ccccc1 | · | -5 | -4 | -4 | · | 2 | 11 | -1 | -0.2
CC(C)(C)c1nc2scc(-c3ccc(Br)cc3)c2c(=O)o1 | -7 | -5 | 10 | 5 | -2 | -4 | -7 | 1 | -0.2
COc1ccccc1C(=O)NNC(=O)C(=O)NCc1ccccc1 | -11 | -8 | 0 | -4 | 3 | 10 | 0 | 2 | -0.3
O=C(CSc1nncc2ccccc12)Nc1ccc(C(=O)O)cc1 | 2 | 1 | -20 | 3 | -6 | -6 | 13 | 0 | -0.2
